# Compound activity as filed in PubChem BioAssay.
# BB579 growth dn: yeast BB579 growth reduction in restrictive medium; actives 0.51% (n = 140,000); inhibition, % at 10 µM; S. cerevisiae BB579 growth, OD615, 48 h;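 active = inhibition above a set limit, 3 SD over the mean compound inhibition, cut at about 44% in these data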; also: inactives centre near -24
#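 System: Saccharomyces cerevisiae DeaD strain BB579, replicative lifespan model yeast. Buffer or medium: restrictive glucose-based CSMM-D medium. Doses: one dose, 10 µM compound with 0.25% DMSO. Timing: 4 h preincubation and 48 h exposure at 30 °C. Detection: turbidity as optical density at 615 nm. Benchmarks: amphotericin B 10 µg/mL, positive.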
# Yeast lifespan up: yeast lifespan extension | S. cerevisiae growth with nicotinamide, OD615; deaD strain in restrictive glucose medium | inhibition of the nicotinamide effect, % at 10 µM | actives 0.68% (n = 130,000) | AID 775;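 active = inhibition above a set limit, placed 3 SD over the median of all compounds, cut at about 26% in these data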;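 also: 0% = nicotinamide-treated wells and 100% = cells grown without nicotinamide; some compounds called inactive have numbers as strong as hits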
#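 Material: Modified budding yeast, DeaD strain | Medium: Restrictive glucose medium | Probe or stimulus: 1.5 mM nicotinamide | Dosing: Single dose 10 µM compound, 0.25% DMSO | Times: 48 h at 30 °C | Technique: OD615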
# bCat KO growth: beta-catenin-lacking colon tumor cell growth suppression; HCT116 beta-catenin knockout viability, CellTiter-Glo, 60 h; active compounds read low; viability, % at 10 µM; AID 818; actives 1.5% (n = 140,000);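 active = viability at or under a set limit, the compound median less 4 SD, cut at about 6% in these data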;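 also: 0% = Hyamine 1622 control at 20 µM and 100% = untreated cell control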
# GALR2 blocker: GALR2 (human) receptor antagonism; inhibition, % at 4 µM; AID 828; O43603; GALR2-expressing cells, antagonist mode; actives 0.39% (n = 140,000); in the data active = inhibition above about 27%;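 also: cells stimulated with galanin 1-16 at roughly its EC80; 0% = agonist challenge control and 100% = basal control without agonist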
# Target sequence (O43603 whole entry, looked up): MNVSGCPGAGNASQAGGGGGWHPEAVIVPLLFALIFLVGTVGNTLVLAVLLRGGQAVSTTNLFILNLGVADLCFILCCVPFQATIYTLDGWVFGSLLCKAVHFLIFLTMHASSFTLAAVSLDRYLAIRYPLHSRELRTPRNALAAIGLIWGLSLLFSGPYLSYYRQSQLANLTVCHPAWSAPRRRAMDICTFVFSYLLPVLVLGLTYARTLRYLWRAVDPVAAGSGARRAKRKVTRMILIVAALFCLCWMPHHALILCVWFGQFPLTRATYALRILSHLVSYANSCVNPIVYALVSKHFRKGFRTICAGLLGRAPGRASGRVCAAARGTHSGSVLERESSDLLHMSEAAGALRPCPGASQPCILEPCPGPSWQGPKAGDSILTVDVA
# E-sel TNF inh: TNF alpha driven E-selectin expression inhibition | HUVEC TNFa-induced E-selectin immunofluorescence, high content | inhibition, % at 2 µM | actives 0.71% (n = 120,000) | AID 1246;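 active = inhibition above the batch mean plus 3 SD, and confirmed as a hit on visual image review, cut at about 43% in these data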;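 also: 0% = TNF-stimulated DMSO wells and 100% = unstimulated control wells; not every result past the cut was called active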
# NPY Y2 blocker: NPY-Y2 (human) receptor antagonism; inhibition, % at 2.7 µM; P49146; NPY-Y2 expressing cells, antagonist mode; actives 0.99% (n = 140,000); in the data active = inhibition above about 17%;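 also: 0% = vehicle with agonist challenge and 100% = reference antagonist with challenge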
# Target sequence (P49146 whole entry, looked up): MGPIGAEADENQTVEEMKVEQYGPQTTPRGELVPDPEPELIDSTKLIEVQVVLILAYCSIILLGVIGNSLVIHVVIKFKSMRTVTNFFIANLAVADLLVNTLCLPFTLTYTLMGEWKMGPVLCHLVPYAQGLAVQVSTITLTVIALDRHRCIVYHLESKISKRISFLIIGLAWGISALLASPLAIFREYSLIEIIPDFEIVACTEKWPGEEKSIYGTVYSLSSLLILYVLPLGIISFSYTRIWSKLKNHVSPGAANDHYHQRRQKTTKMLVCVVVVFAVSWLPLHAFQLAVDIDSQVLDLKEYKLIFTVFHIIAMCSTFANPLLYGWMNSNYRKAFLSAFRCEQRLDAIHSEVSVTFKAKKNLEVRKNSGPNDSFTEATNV
# HCT116 PTEN-null: PTEN-deleted cell growth suppression | AID 827 | actives 1.2% (n = 140,000) | HCT116 PTEN-null viability, CellTiter-Glo, 60 h; active compounds read low | viability, % at 10 µM;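 active = viability at or below a set limit, 4 SD under the median of all tested compounds, cut at about 3.7% in these data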;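 also: PTEN knockout HCT116 line with beta catenin targeted HCT116 as companion control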
# Phagocytosis inh: blocks phagocytosis by macrophages | actives 0.07% (n = 110,000) | J774A.1 macrophage IgG-bead phagocytosis, imaging | inhibition, % at 5 µM;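 active = inhibition above the mean of the plate negative controls plus 5 SD, cut at about 13% in these data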;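 also: phagocytic index as fraction of beads internalized from green versus red external bead signal; plate controls were DMSO negative control for no effect and cytochalasin-D positive control for full effect; some results beyond the cut were filed as inactive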
# MRP1 act: activators of MRP-1; H69AR cells + doxorubicin, viability rescue, CellTiter-Glo; viability increase, % at 10 µM; actives 0.61% (n = 140,000); AID 799;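 active = viability gain under doxorubicin at or above a set limit, the compound median plus 3 SD, cut at about 4.7% in these data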;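 also: MRP-1 overexpressing cells given doxorubicin 25 µM after compound pretreatment; 18-22 h compound pretreatment then 72 h with doxorubicin before readout; 0% = doxorubicin-only wells and 100% = vehicle-treated cells without doxorubicin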
# Measles CPE: protection of cells from measles virus. Measles virus-infected cells, CPE protection, absorbance. protection (pct of control), % at 4 µM. actives 1.5% (n = 140,000); in the data active = protection mostly above about 24%, no sharp cut-off; inactive = mostly below about 26%; also: some compounds called inactive have numbers as strong as hits
# An asterisk follows results filed as active; . = no result given.
# Order of values – BB579 growth dn	Yeast lifespan up	bCat KO growth	GALR2 blocker	E-sel TNF inh	NPY Y2 blocker	HCT116 PTEN-null	Phagocytosis inh	MRP1 act	Measles CPE
> CSCCC(NC(=O)c1ccccc1)c1nc(-c2ccccc2)no1 (configuration not stated)
  -13	-8	88	11	-13	1	82	-1	-0.1	9
> CCOC(=O)c1sc(NC(=O)/C=C/c2cnn(C)c2C)c(C(=O)OC(C)C)c1C
  -37	4	85	-3	-27	0	85	0	-1.6	9
> CC(=O)NC(C)C(=O)OCc1ccc(Cl)cc1Cl (configuration not stated)
  10	-7	84	6	-18	-1	96	0	0.8	4
> CCOC(=O)c1ccc[n+](C(C)C(=O)c2ccc(-c3ccccc3)cc2)c1 (configuration not stated)
  -45	6	97	6	.	3	95	0	1.8	13
> COc1ccc(N(CC(=O)Nc2ccccc2C(=O)N2CCOCC2)S(=O)(=O)c2ccc(F)cc2)cc1
  -17	-4	91	8	.	0	89	7	-1.6	12
> COc1cc(OC)cc(-c2cc3nc(C4CCN(C(=O)OC(C)(C)C)CC4)cc(=O)n3[nH]2)c1
  -22	0	78	5	-8	-3	80	0	-1.9	4
> CN(C)/C=C/c1c(C#N)c(=O)ncn1Cc1ccccc1
  -37	-12	97	-5	-20	2	106	1	0.5	8
> Cc1c(C(=O)C(=O)N2CC=C(c3ccccc3)CC2)c2ccccc2n1C
  2	0	17	7	.	2	18	22	-3.7	9
> Cc1cc(F)ccc1S(=O)(=O)N1CCCOC1CNC(=O)C(=O)NCCc1c[nH]c2ccccc12 (configuration not stated)
  -62	3	65	13	-9	-1	72	-2	-2.3	11
> N#Cc1c(NC(=O)C2CC(c3c(F)cccc3Cl)=NO2)sc2c1CCC2 (configuration not stated)
  -37	0	96	-2	-24	17	98	-8	-0.1	37
> Cc1ccccc1NC(=S)N1CCN(Cc2ccccc2)CC1
  -57	0	97	-16	20	0	93	-3	-1.6	10
> CCCc1cc(C(=O)Cc2ccc(C(=O)OCC)o2)c(O)cc1O
  -12	-9	92	2	1	4	93	-4	-2.9	14
> CCOC(=O)C1=C(C)OC(N)=C(C#N)C1c1cc(C)sc1C (configuration not stated)
  -28	-23	106	4	-4	7	102	3	0.1	5
> Cc1ccc(NC(=O)CSCC(=O)N2c3ccccc3CCc3ccccc32)cc1
  -33	-3	66	-1	-50	2	67	-1	-2.6	3
> CCNC(=S)NCc1ccc(F)cc1
  -17	0	95	7	.	3	101	-5	-1.5	3
> O=C1NCCCC1C(=O)Nc1ccccn1 (configuration not stated)
  -17	-11	97	3	23	1	109	0	0.2	9
> COc1ccccc1-n1nc(C(=O)NCc2ccco2)c2ccccc2c1=O
  -24	-2	94	15	-55	2	87	-4	-2.5	12
> Cc1ccc(C(=O)NNC(=O)CCCN2C(=O)/C(=C/c3ccccc3Cl)SC2=S)cc1
  -17	2	59	-1	.	7	59	-2	-3.5	25
> O=c1c2ccccc2nc2n1CCN2
  -4	-7	82	6	7	0	81	-1	-0.4	5
> O=C(NCCN1CCCC1)c1ccc2c(=O)n(CCc3ccccc3)c(=O)[nH]c2c1
  -38	-10	56	4	.	0	58	1	-3.1	7
> Cc1ccc(OCC(=O)N2CCCCCC2)c(C)c1
  -23	-11	87	-2	-3	6	89	0	-1.8	25
> COc1ccc(N2CCN(Cc3nc4scc(-c5ccccc5)c4c(=O)[nH]3)CC2)cc1
  -33	3	81	-1	-29	2	79	-5	-2.2	5
> CCOC(=O)c1cnc2nc(COc3ccccc3)[nH]n2c1=O
  -33	-5	95	7	13	2	98	.	-1.3	1
> COc1cc(NS(=O)(=O)c2ccc(NC(=S)NC(=O)c3cccs3)cc2)nc(OC)n1
  -24	4	96	-12	44	3	103	-7	-1.3	2
> Cc1ccc(C(=O)c2sc(Nc3ccccc3)c(C#N)c2N)cc1
  -13	4	81	-10	.	-1	86	-1	-1.9	9
> O=C(Nc1ccccc1N1CCCCC1)c1ccco1
  -51	-19	73	-3	-6	7	74	.	-2.5	10
> COC(=O)C1=C(C)NC(=O)NC1c1ccccc1 (configuration not stated)
  -28	-5	100	3	-6	3	97	.	-0.8	12
> COc1ccc(OC)c(C2C3=C(CCCC3=O)NC3=C2C(=O)CCC3)c1
  -32	-13	89	-6	12	0	101	.	-0.9	15
> COc1ccc(C2CCCN2C(=O)Nc2ccccc2)cc1OC (configuration not stated)
  -8	-6	97	-6	17	0	106	0	2.2	23
> Cc1cc(C)c2nc(-c3ccccn3)cc(C(=O)NCc3ccco3)c2c1
  -35	8	47	-8	-8	4	53	-2	-2.3	17
> O=C1/C(=C/c2cccnc2)CCC/C1=C\c1cccnc1
  2	74*	1.9*	23	43	-1	1.1*	-3	-5.0	0
> CC1CCCCC1NC(=O)COC(=O)c1ccccc1NC(=O)c1ccco1 (configuration not stated)
  -38	-5	83	-12	16	19*	83	0	0.0	4
> CCOC(=O)c1sc(NC(=O)Cn2nnc3sc4c(c3c2=O)CCCC4)nc1C
  -58	-9	108	5	47	10	94	.	-1.6	1
> COc1ccc(Cn2nc(C)n(N(C)c3ncc(C(F)(F)F)cc3Cl)c2=O)cc1
  -21	-4	98	-10	24	3	101	0	1.0	23
> COc1cc(NS(=O)(=O)c2ccc(N/C=C(\C#N)c3nc4cc(Cl)ccc4o3)cc2)nc(OC)n1
  -79	3	31	-25	11	2	19	-1	4.9*	5
> Cn1c(C(=O)O)c(CC(=O)Nc2ccc(F)cc2F)c2ccccc21
  -39	-2	91	-13	8	3	95	-1	-2.7	10
> FC(F)(F)c1cnc(Nc2ccc(N3CCOCC3)cc2)c(Cl)c1
  -21	-19	79	-11	-1	-2	79	-1	-0.9	2
> OCCNCCCCOc1cccc(Br)c1
  -46	5	88	0	-4	5	90	11	-2.1	8
> Cc1cc(C)n2c(SCC(=O)Nc3ccccc3)nnc2n1
  -62	-7	96	7	1	2	99	0	-1.0	16
> COc1cccc(S(=O)(=O)N2CCN(c3ccccc3F)CC2)c1
  -10	-11	97	4	20	3	95	0	-2.6	34*
> CCNC(=O)C1CC(=O)N(Cc2ccc3c(c2)OCO3)C(=Nc2ccc(F)cc2)S1 (configuration not stated)
  -71	-13	62	2	3	-1	64	6	-1.8	0
> C=CCc1ccc(OCC(O)CN2CCN(Cc3ccc(Cl)cc3)CC2)c(OC)c1 (configuration not stated)
  -30	2	42	5	-2	6	49	4	-4.0	19
> O=C(Nc1ccc(C(=O)Oc2ccccc2)c(O)c1)c1ccco1
  -16	-12	71	3	-3	3	60	1	-0.6	4
> N#CC(c1ccc(O)cc1)N1CCOCC1 (configuration not stated)
  -22	.	93	2	15	3	92	.	1.6	8
> Cc1ccc(/C=C/C(=O)c2cc(Br)ccc2OC(=O)c2ccco2)cc1
  -41	-7	54	-7	8	7	53	0	-5.5	10
> CCN(CC)CCN1C(=O)C(=O)/C(=C(/O)c2cccc(OC)c2)C1c1ccccn1 (configuration not stated)
  -29	8	97	4	.	3	89	.	-1.7	5
> CCCOc1ccc(Cc2c(Cl)nc(SC)nc2N(C)C)cc1
  -25	1	47	-5	.	26*	54	-13	-2.8	5
> O=C(c1ccc2c(=O)n3c(nc2c1)CCCCC3)N1CCN(Cc2ccccc2)CC1
  -67	-2	98	-4	0	3	100	-1	0.0	6
> COC(=O)CNC(=O)CNC(=O)c1nn(-c2ccc(OC)c(Cl)c2)c(=O)c2ccccc12
  -39	-31	100	-7	.	1	99	.	-3.5	5
> O=C(Oc1ccccc1)c1ccc2nsnc2c1
  -70	.	98	2	3	0	97	.	-1.2	21
> NNc1ncnc2scc(-c3ccc(Cl)cc3)c12
  -22	4	14	-7	.	4	9	.	-3.6	14
> CCCn1c(N)c(C(c2ccc(OC)cc2)N2CCN(c3ccccc3)CC2)c(=O)[nH]c1=O (configuration not stated)
  -12	-8	81	5	17	1	77	0	-4.2	35
> CCOC(=O)C(Oc1ccc2c(-c3ccccc3)cc(=O)oc2c1C)c1ccccc1 (configuration not stated)
  -16	-2	71	-1	-8	3	59	-8	4.7*	7
> CC(C)OC(=O)c1c(NC(=O)CCC(=O)O)sc2c1CCCCC2
  1	5	103	4	9	2	100	-2	-2.6	18
> Cc1ccc(NC(=O)CS(=O)CC(=O)NCC2OCCc3ccccc32)c(C)c1 (configuration not stated)
  -10	-10	99	11	2	2	90	0	-0.1	10
> O=C(CCl)Nc1cc(S(=O)(=O)N2CCCCCC2)ccc1Cl
  -29	3	6	4	.	2	10	-16	-5.2	13
> Cc1ccc(S(=O)(=O)NN2C(=O)/C(=C/c3cccn3C)SC2=S)cc1
  -47	30*	96	-15	.	9	93	-6	-3.6	7
> Cc1cc(C)cc(N(CC(=O)NCC2CCCO2)C(=O)CN2C(=O)COc3ccccc32)c1 (configuration not stated)
  -37	-12	93	-2	.	-1	100	1	-1.3	20
> Cc1ccc(NC(=O)N2CCC(C(=O)NCCC3=CCCCC3)CC2)cc1
  -24	0	89	-4	40*	0	88	0	-0.6	21
> Cc1onc(-c2ccccc2Cl)c1C(=O)Nc1cccnc1
  -2	-23	97	-15	4	2	101	0	-3.0	3

# Continuation.
# Order of values – BB579 growth dn	Yeast lifespan up	bCat KO growth	GALR2 blocker	E-sel TNF inh	NPY Y2 blocker	HCT116 PTEN-null	Phagocytosis inh	MRP1 act	Measles CPE
> CCCCC1=C([O-])C2N=CC=CC2=[N+](c2ccccn2)C1=O (configuration not stated)
  -34	9	91	-20	.	2	88	-4	-0.7	13
> C=CCNC(=O)/C(=C/c1cn(-c2ccccc2)nc1-c1cccc([N+](=O)[O-])c1)NC(=O)c1ccccc1
  -20	-3	88	-7	28	2	79	-10	-1.6	16
> CCCOc1ccc(NC(=O)CC2C(=O)N(CC)C(=S)N2Cc2cccs2)cc1 (configuration not stated)
  18	-4	42	-18	-22	-1	48	.	-3.5	6
> CC(C)OC(=O)c1cc(=O)[nH]c2ccccc12
  -37	-15	94	-4	18	-2	94	0	0.9	3
> COc1cccc(CC(=O)Nn2c(C)nc3ccccc3c2=O)c1
  -28	-5	108	-7	-21	6	105	-1	0.7	12
> CCOC(=O)C(=Cc1ccc(-c2ccsc2C(=O)OC)o1)C(=O)OCC
  -9	-6	62	0	-4	5	57	.	-4.1	11
> CSc1ccc(S(=O)(=O)NCc2ccccc2Cl)cc1
  -36	3	109	0	4	2	90	-1	-0.6	4
> O=C(CSc1cn(CCNC(=O)c2cccs2)c2ccccc12)NCc1ccccc1
  -15	-10	99	0	.	10	87	2	-1.4	28
> Cn1cccc1C(=O)NC(=O)COC(=O)CC12CC3CC(CC(C3)C1)C2
  -15	-4	86	-1	0	0	87	-2	-2.9	8
> CCCCN1C(=O)C(O)(CC(=O)c2ccccc2OC)c2ccccc21 (configuration not stated)
  1	-1	87	3	-39	2	100	.	-0.9	2
> CCOc1ccc(/C(O)=C2/C(=O)C(=O)N(CCN(CC)CC)C2c2ccco2)cc1 (configuration not stated)
  -5	-3	94	-5	40	4	95	-8	-2.7	13
